High-throughput results: PubChem BioAssay, several laboratories
Pyk2 oligo antag: blocks oligomerization of human Pyk2 in cells | Q14289 | Q293 cells, Pyk2 FERM NanoBiT luminescence; active compounds read low | z-score (the deposit names both 25 µM and 10 µM) | hit rate 0.83% among 99,000;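 active means Z-score of -3 or lower, scaled per plate to the spread of control and sample wells; inactive means z-score above -3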;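 further: negative z-score means lost luminescence so less FERM oligomerization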
Rev-RRE block: disrupts HIV-1 Rev binding to RRE RNA; P05866; Rev peptide-RRE RNA binding, FRET; inhibition, % at 8 µM; hit rate 0.79% among 97,000; AID 704;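 active means inhibition above the screen-wide mean plus 3 SD, cut at about 35% in these data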;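 further: 0% = median DMSO wells and 100% = median Neomycin B control wells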
Target sequence (P05866 whole entry, looked up): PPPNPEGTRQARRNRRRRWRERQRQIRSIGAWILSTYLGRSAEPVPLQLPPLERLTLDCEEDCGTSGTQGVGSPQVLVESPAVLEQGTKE
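Test system: Cy5-tagged RRE RNA duplex with fluorescein-tagged Rev peptide; Probe or stimulus: labelled Rev peptide; Schedule: 5 min preincubation and 15 min binding, 25 °C; Signal: FRET fluorescence readout; Evaluation: % inhibition from 671/540 nm acceptor-to-donor ratio, scaled between controls; Control set: DMSO and neomycin B.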
FAK blocker: blocks human focal adhesion kinase activity; biochemical FAK kinase activity assay; inhibition, %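 (tested at 7 µM)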; hit rate 0.84% among 97,000; Q05397; in the data active means inhibition above about 19%;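 further: 0% = DMSO and 100% = reference compound high control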
PTPN22 act: activators of human LYP (PTPN22) phosphatase. recombinant LYP, DiFMUP fluorescence; 0 = plate median, 100 = signal doubled. hit rate 0.11% among 96,000. activation, % at 2 µM. Q9Y2R2;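 active means activation at 2 µM above a set limit, the mean plus 5 SD, cut at about 37% in these data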
PLK1 inh: PLK1 (human) kinase inhibition; hit rate 0.53% among 97,000; inhibition, % at 10 µM; recombinant PLK1 kinase, TR-FRET peptide phosphorylation; P53350;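 active means inhibition of 50% or more in the single-concentration screen; inactive means inhibition below 50%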;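 further: 0% = DMSO max control and 100% = H-89 dihydrochloride min control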
Target sequence (P53350 whole entry, looked up): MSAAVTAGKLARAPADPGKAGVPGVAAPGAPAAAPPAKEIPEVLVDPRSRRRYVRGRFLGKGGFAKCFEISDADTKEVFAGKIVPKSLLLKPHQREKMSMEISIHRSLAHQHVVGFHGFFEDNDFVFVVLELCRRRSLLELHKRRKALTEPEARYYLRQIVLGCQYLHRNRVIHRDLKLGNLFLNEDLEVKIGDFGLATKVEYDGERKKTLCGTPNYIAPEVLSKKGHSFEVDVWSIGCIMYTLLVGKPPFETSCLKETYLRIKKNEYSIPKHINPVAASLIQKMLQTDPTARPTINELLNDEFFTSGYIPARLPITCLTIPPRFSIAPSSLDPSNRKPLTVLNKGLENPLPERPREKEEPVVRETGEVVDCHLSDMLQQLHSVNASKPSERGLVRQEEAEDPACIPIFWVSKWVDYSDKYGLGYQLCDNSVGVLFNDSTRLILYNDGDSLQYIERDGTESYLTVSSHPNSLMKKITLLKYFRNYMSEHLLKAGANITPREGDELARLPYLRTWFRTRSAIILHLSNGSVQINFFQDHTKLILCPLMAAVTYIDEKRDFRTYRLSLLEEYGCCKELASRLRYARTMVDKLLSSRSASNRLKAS
EphB4 ephrin blk: EphB4-ephrin-B2 interaction antagonism. inhibition, % at 7 µM. hit rate 0.15% among 97,000. P54760. EphB4 LBD / TNYL-RAW-Alexa532 peptide, fluorescence polarization;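 active means inhibition above the screen-wide mean inhibition plus 3 SD, cut at about 15% in these data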;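 further: 0% = DMSO wells and 100% = excess unlabeled TNYL-RAW peptide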
LYP inh 2: inhibitors of human LYP (PTPN22) phosphatase; Q9Y2R2; hit rate 0.21% among 96,000; recombinant LYP catalytic domain, DiFMUP fluorescence; inhibition, % at 2 µM; AID 640;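 active means inhibition at 2 µM at or above a set limit, the screen mean plus 3 SD, cut at about 24% in these data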;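 further: 0% = DMSO with enzyme and 100% = enzyme fully blocked by orthovanadate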
cytoskel mod: modifiers of cytoskeleton assembly. HUVEC TNFa F-actin phalloidin imaging, high content. inhibition, % at 2 µM. hit rate 0.18% among 91,000;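 active means inhibition above the batch mean plus 3 SD and confirmed as a hit by visual image inspection, cut at about 30% in these data, passing the limit was not always enough; inconclusive means above the inhibition threshold but rejected on visual inspection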; further: strong numbers were not always called active
PLK1 PBD inh: Plk1 (human) PBD binding inhibition; Plk1 PBD phosphopeptide binding, fluorescence polarization; P53350; inhibition, %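 (tested at about 20 µM)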; hit rate 0.13% among 97,000; in the data active means inhibition above about 34%, passing the limit was not always enough
* = called active by the depositor; ? = inconclusive; · = no result given.

Results follow in this order: Pyk2 oligo antag | Rev-RRE block | FAK blocker | PTPN22 act | PLK1 inh | EphB4 ephrin blk | LYP inh 2 | cytoskel mod | PLK1 PBD inh
Cc1ccccc1OCC(=O)NC(=S)Nc1ccc(S(=O)(=O)NC2CCCCC2)cc1
 : -0.26 | -1 | -1 | -13 | -8 | 0 | 16 | -6 | 6
Cc1ccccc1OCC(=O)Nc1sc2c(c1C#N)CCC2
 : 1.8 | 1 | -10 | -6 | -2 | -4 | 9 | -20 | -29
CCOC(=O)C1=C(C)NC(=O)NC1c1cccc(OC)c1OCc1ccccc1Cl (stereo not given)
 : -0.97 | -1 | -1 | -10 | 4 | -3 | 10 | -13 | 13
CSc1nc(C)cc(C)c1C#N
 : 0.47 | 8 | 7 | 0 | -5 | 6 | 2 | 22 | 17
CC(C)CC(=O)Nc1ccc(C(=O)COc2ccc(-c3nnco3)cc2)cc1
 : 0.19 | 11 | 3 | 7 | 5 | 2 | -10 | 9 | -10
CN(C)c1ccc(-c2nc3n(n2)C(c2cccnc2)C2=C(CC(C)(C)CC2=O)N3)cc1 (stereo not given)
 : 0.25 | -1 | -4 | -7 | 9 | 4 | 4 | · | -10
Cc1cc(C)nc(NS(=O)(=O)c2ccc(N3C(=O)C4CC=C(Cl)CC4C3=O)cc2)n1 (stereo not given)
 : 0.89 | 4 | -4 | -4 | -9 | -1 | 2 | -14 | -12
CCn1c(=O)n(CC)c2cc(S(=O)(=O)NCCOc3ccccc3)c(C)cc21
 : -0.41 | 7 | -4 | -14 | 5 | 4 | 13 | -14 | 7
CC1(C)CC(=O)C=C(OC(=O)c2ccc(Cl)cc2)C1
 : 0.65 | 3 | 1 | · | -10 | -2 | · | · | -11
O=c1cc(-c2ccccc2)nc(N2CCCCC2)[nH]1
 : -0.84 | 2 | 16 | 7 | -10 | 7 | -9 | -41 | 22
COc1cccc(NC(=O)CC2(CC(=O)O)CCCC2)c1
 : 1.1 | 9 | 2 | -2 | -7 | -1 | 1 | -8 | 12
COc1ccc(OC)c(NC(=O)CC(Cc2ccccc2OC)C(=O)O)c1 (stereo not given)
 : 0.53 | -1 | -3 | 2 | -4 | -2 | -4 | 2 | 8
COc1cccc(OC)c1C(=O)NNC(=O)c1cccc(COc2ccc3c(c2)CCC3)c1
 : -0.33 | 2 | 1 | 4 | -10 | 1 | 0 | 21 | 0
Cc1ccc(C(=O)NC(=S)NNC(=O)c2ccccc2[N+](=O)[O-])cc1
 : 0.86 | 6 | 0 | 5 | -9 | 4 | -6 | 14 | -9
Cc1ccc2nc(SCC(=O)c3ccc(Cl)s3)[nH]c2c1
 : 1.1 | 8 | -2 | -8 | -2 | 0 | 11 | -5 | -4
Cc1ccccc1OCCSc1nnc(C)n1-c1ccccc1
 : -0.56 | 11 | 0 | 2 | -8 | 7 | -2 | 14 | -3
COc1ccc(OCc2nnc3n2N=C(c2ccc(OC)cc2)CS3)cc1
 : · | 6 | -3 | · | 83* | -1 | · | · | -21
CCN(CC)S(=O)(=O)c1cccc(-c2nnc(SCCOc3ccccc3)o2)c1
 : -1.5 | 11 | -1 | -7 | -8 | -1 | 4 | 12 | -5
CC(C)c1nnc(NC(=O)C2CCN(c3cnccn3)CC2)s1
 : 1.2 | 3 | 0 | -10 | -10 | 1 | 8 | 18 | 2
Cc1cccc(C)c1NC1=NC(C)(C)N=C(N)N1
 : -0.4 | 6 | 2 | 4 | -3 | -7 | -4 | 28 | -5
O=C(N[C@@H](Cc1ccccc1)C(=O)NC1CCCCCC1)c1ccco1
 : 0.48 | 1 | 0 | 9 | -14 | 2 | -11 | -2 | 13
COc1ccccc1N1CCN(C(=O)CSc2nc(-c3ccco3)cc(C(F)(F)F)n2)CC1
 : -0.49 | 6 | -5 | -7 | -8 | 1 | 6 | 34 | -6
Cc1nnc(NC(=O)C2c3ccccc3Oc3ccccc32)s1
 : -1.9 | 8 | 3 | -1 | -11 | 7 | 1 | -8 | 21
C/C(N)=C(/C#N)C(=O)CSc1n[nH]c(-c2ccccc2Br)n1
 : 0.28 | 4 | 2 | 0 | -18 | -9 | -3 | -20 | 4
NC(=O)c1ccsc1NC(=O)COC(=O)c1ccccc1NCc1ccco1
 : -1.4 | -2 | 1 | 3 | -11 | -4 | -6 | -15 | -26
CC(C)C[C@@H](N)c1nnc(SCC(=O)c2ccc(Cl)cc2)o1
 : -0.58 | 7 | 1 | 1 | -3 | -4 | 0 | 0 | -29
CCOC(=O)COc1c(C=O)cc(Br)cc1OC
 : 0.59 | -1 | 4 | 10 | -11 | 1 | -7 | -20 | -25
CCOC(=O)Cc1nnc(NC(=O)c2ncn[nH]2)s1
 : 0.25 | 11 | 1 | 8 | -8 | -6 | -5 | 0 | -11
CN(C)CCNC(=O)c1coc(=O)c(Br)c1
 : -0.24 | 0 | -4 | -7 | 9 | -15 | 5 | 9 | -17
Cc1cc(=O)n2c3ccccc3n(CC(O)CN3CCCCC3)c2c1C#N (stereo not given)
 : 0.37 | 2 | -8 | -11 | -3 | -6 | 14 | 6 | -48
CC(C)CC(C(=O)N1CCc2ccccc2C1)N1C(=O)c2ccccc2C1=O (stereo not given)
 : -0.15 | 2 | 0 | -4 | -2 | 1 | 7 | -4 | 19
Cc1ccc(S(=O)(=O)NCc2ccco2)c(C)c1C
 : -0.39 | 3 | 12 | 8 | -14 | 3 | -8 | 8 | 25
Cc1oc(CC(C)C)c(CN2CCCC2)c1C(=O)O
 : 0.55 | 6 | -4 | -2 | 1 | -7 | 0 | -13 | -21
CC1=CC(C)(C)Nc2ccc(OC(=O)c3ccco3)cc21
 : -0.92 | -3 | -1 | 0 | -6 | -3 | -2 | -14 | -3
O=C(c1ccco1)N1CCN(C(c2ccccc2Cl)c2nnnn2Cc2cccs2)CC1 (stereo not given)
 : -2.2 | 7 | -2 | 11 | -10 | -10 | -13 | 5 | -13
COc1ccc(NC2C=CS(=O)(=O)C2)cc1 (stereo not given)
 : 0.21 | -7 | 2 | 3 | -7 | -4 | -3 | 2 | -4
Cc1ccc(C)c(OCC(=O)Nc2nc3ccc([N+](=O)[O-])cc3s2)c1C
 : -0.79 | 5 | -3 | 3 | -9 | 0 | 2 | 18 | 13
COC(=O)Nc1nnc(-c2ccccc2Cl)s1
 : 1.1 | 6 | 8 | -15 | -5 | 3 | 13 | -1 | 9
Clc1ccc(-c2nnc(Sc3nc4ccccc4o3)c3ccccc23)cc1
 : 1.2 | 9 | -6 | -8 | 3 | 3 | 10 | · | 1
O=C(Nc1nnc(-c2ccco2)s1)C1CC1
 : 0.27 | 9 | -2 | 6 | -14 | 12 | -7 | 12 | -16

3 entries already listed, arranged by SMILES length, smallest number first.
Results follow in this order: Pyk2 oligo antag | Rev-RRE block | FAK blocker | PTPN22 act | PLK1 inh | EphB4 ephrin blk | LYP inh 2 | cytoskel mod | PLK1 PBD inh
O=C(Nc1nnc(-c2ccco2)s1)C1CC1
 : 0.27 | 9 | -2 | 6 | -14 | 12 | -7 | 12 | -16
O=C(N[C@@H](Cc1ccccc1)C(=O)NC1CCCCCC1)c1ccco1
 : 0.48 | 1 | 0 | 9 | -14 | 2 | -11 | -2 | 13
O=C(c1ccco1)N1CCN(C(c2ccccc2Cl)c2nnnn2Cc2cccs2)CC1 (stereo not given)
 : -2.2 | 7 | -2 | 11 | -10 | -10 | -13 | 5 | -13

(next part)
Results follow in this order: Pyk2 oligo antag | Rev-RRE block | FAK blocker | PTPN22 act | PLK1 inh | EphB4 ephrin blk | LYP inh 2 | cytoskel mod | PLK1 PBD inh
CC(C)n1cc(/C=C2/SC(=O)N(CC(=O)Nc3ccc4c(c3)OCO4)C2=O)c2ccccc21
 : 0.34 | 6 | -2 | -10 | -12 | -1 | 13 | 10 | 4
CC(=O)NC1=NN(C(C)=O)C(C)(CS(=O)(=O)c2ccc(Cl)cc2)S1 (stereo not given)
 : 0.72 | 9 | 0 | -13 | -11 | 3 | 12 | 20 | 1
CC1CCCC(C)N1C(=O)CSc1nnc(COc2ccccc2)n1-c1ccccc1 (stereo not given)
 : -0.73 | 2 | 1 | -4 | -28 | -3 | 5 | -2 | -7
Nc1cccc2c1C(=O)N(C(=O)c1cccc(S(=O)(=O)N3CCCCCC3)c1)C2=O
 : 1.1 | 8 | 2 | 3 | 2 | -4 | 0 | -5 | 8
COc1ccccc1N1CCN(C(=O)CCc2ccc(S(=O)(=O)NCC(C)C)cc2)CC1
 : 2.1 | 8 | -2 | 2 | -4 | 3 | -2 | · | 4
COc1cccc(C(=O)Nc2ccccc2)c1
 : -0.43 | 3 | 2 | 2 | -14 | -10 | -2 | -24 | -5
c1ccc2oc(-c3ccc4nc[nH]c4c3)nc2c1
 : -1.4 | 6 | 7 | -7 | 21 | 4 | 7 | 18 | 7
Cc1cccc2c(=O)cc(C)n(CC(=O)N3CCCCC3)c12
 : 0.53 | 6 | 3 | 4 | 4 | 3 | -7 | 9 | 9
COC(=O)CSc1nsc(SCC(=O)OC)c1C#N
 : 0.24 | -3 | -2 | 2 | 8 | -5 | 2 | · | -25
CS(=O)(=O)N1CCCC(C(=O)NCCCN2CCN(Cc3ccccc3)CC2)C1 (stereo not given)
 : 0.79 | 3 | -8 | 3 | -3 | -2 | -3 | 4 | 0
O=C(COC(=O)Cc1cccs1)Nc1ccccc1F
 : 0.93 | 3 | 2 | 2 | -10 | 5 | -4 | 6 | 18
COc1ccc(N2C(=O)CCC(C(=O)Nc3ccccn3)C2c2ccc(OC)c(OC)c2)cc1 (stereo not given)
 : 1.2 | 5 | 4 | -1 | -14 | 1 | 0 | 13 | 13
N#Cc1c(NC(=O)CSc2ncccn2)oc(-c2ccccc2)c1-c1ccccc1
 : 0.83 | 6 | 8 | -6 | -8 | 9 | 7 | -6 | -6
CC(=O)NC(CC(=O)NCC(c1ccco1)N(C)C)c1ccccc1 (stereo not given)
 : -0.29 | 11 | -1 | -8 | -6 | -2 | 6 | ? | -26
Cc1nn(-c2ccccc2)c(C)c1/C=N/NC(=O)c1cc(C23CC4CC(CC(C4)C2)C3)[nH]n1
 : 0.46 | 0 | 5 | -34 | -7 | -1 | 38* | -6 | 10
CC1=C(C(=O)N2CCc3ccccc32)C2(CCC(C)CC2)OC1=O (stereo not given)
 : -0.46 | 16 | 3 | -12 | -8 | 7 | 9 | -30 | -1
COCCOC(=O)c1cc(C(=O)c2cc(F)ccc2O)coc1=N
 : -0.72 | 18 | 8 | 10 | -5 | 1 | -7 | 16 | -4
O=C(O)COc1ccc(/C=N/NC(=O)C2CCCN2S(=O)(=O)c2ccc(Cl)cc2)cc1 (stereo not given)
 : -0.25 | 2 | 0 | -8 | -11 | 4 | 7 | 9 | 28
COc1cc(/C=C2/C(=N)N3C=CSC3=NC2=O)ccc1OCCCOc1c(C)cccc1C
 : -0.27 | 15 | 7 | -14 | -13 | 3 | 12 | -4 | 10

Some entries already given with just PLK1 inh:
| Compound | PLK1 inh |
| --- | --- |
| COc1ccc(OCc2nnc3n2N=C(c2ccc(OC)cc2)CS3)cc1 | 83* |
| COCCOC(=O)c1cc(C(=O)c2cc(F)ccc2O)coc1=N | -5 |
| CC(C)CC(C(=O)N1CCc2ccccc2C1)N1C(=O)c2ccccc2C1=O (stereo not given) | -2 |
| Cc1cc(=O)n2c3ccccc3n(CC(O)CN3CCCCC3)c2c1C#N (stereo not given) | -3 |
| O=C(N[C@@H](Cc1ccccc1)C(=O)NC1CCCCCC1)c1ccco1 | -14 |
| CCOC(=O)COc1c(C=O)cc(Br)cc1OC | -11 |
